# Luc counter = blocks Kinase-Glo luciferase, a counter-screen artifact | Kinase-Glo luciferase, ATP luminescence, 8 min | Q27757 | AID 1379 | 200,000 compounds, 0.28% hits | Potency, µM (top dose mostly 38.3 µM), for inactives: top-dose activity change, negative = inhibition, most hits filed as inhibitors; note: potency is the fitted concentration of half-maximal effect; % is set by controls: 0 for no effect and ±100 for the full control effect; nearly all actives have a fitted effect of over 60% in size
#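 Kinase-Glo luciferase light output from ATP and luciferin was measured with 10 uM ATP, within the enzyme's linear range. Buffer: 50 mM imidazole pH 7.2, 50 mM KCl, 7 mM MgCl2, 0.01% Tween 20, 0.05% BSA; luminescence read after 8 min at ambient temperature.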
# Epigenetic derep = epigenetic control regulation, reporter derepression | 280,000 compounds, 0.2% hits | AID 1865 | murine LDR cells, GFP reporter derepression, 30 h | Potency, µM (highest dose often 53.9 µM), without a hit: top-dose GFP activation, usual class: activators; note: potency is the fitted concentration of half-maximal effect; % of control where 0% means no effect; nearly all actives have a fitted effect of over 60% in size
#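 Readout is the number of GFP-expressing murine LDR cells, counted by cytometry following washing. Cells were treated with compound for 30 h at 37 C; the stably integrated CMV-GFP locus is normally silent.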
# CBFb RUNX1 block = CBF-beta/RUNX1 interaction disruption | Q01196+Q13951 | AlphaScreen CBFb-His/RUNX1-biotin binding, biochemical | Potency, µM (series often up to 59.8 µM), without a hit: at the highest dose activity, negative = inhibition, actives largely listed as inhibitors | 230,000 tested, under 10 active | AID 1477; note: % of control where 0% means no effect
# Target sequence (Q01196 whole entry, looked up): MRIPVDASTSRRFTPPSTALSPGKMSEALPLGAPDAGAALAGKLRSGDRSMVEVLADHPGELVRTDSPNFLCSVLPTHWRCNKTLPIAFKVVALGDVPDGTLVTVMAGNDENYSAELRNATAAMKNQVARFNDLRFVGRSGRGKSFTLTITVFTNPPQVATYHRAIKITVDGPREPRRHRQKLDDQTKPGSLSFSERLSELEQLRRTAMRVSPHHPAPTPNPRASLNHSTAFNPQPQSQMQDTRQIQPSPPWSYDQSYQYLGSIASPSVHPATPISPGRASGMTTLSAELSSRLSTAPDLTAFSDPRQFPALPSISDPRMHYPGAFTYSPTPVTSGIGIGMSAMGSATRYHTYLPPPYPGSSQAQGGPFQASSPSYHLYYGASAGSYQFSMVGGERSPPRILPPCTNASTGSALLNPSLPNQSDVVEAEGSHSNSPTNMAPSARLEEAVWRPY
# Target sequence (Q13951 whole entry, looked up): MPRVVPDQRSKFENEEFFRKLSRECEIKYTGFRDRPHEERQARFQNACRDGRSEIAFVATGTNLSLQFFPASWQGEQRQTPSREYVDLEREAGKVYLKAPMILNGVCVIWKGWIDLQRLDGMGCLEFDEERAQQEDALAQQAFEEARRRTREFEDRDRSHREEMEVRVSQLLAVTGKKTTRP
#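 AlphaScreen proximity signal reports loss of binding between His-tagged CBF-beta and biotin-labelled RUNX1, each at 30 nM. Proteins are pre-associated for 20 minutes, compounds added for 15 minutes, then beads for 90 minutes, all at ambient temperature.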
# NPSR antag = blocks cAMP signaling of the human neuropeptide S receptor; Q6W5P4; Potency, µM (titrated, usually from 38.3 µM), for inactives: at the top dose activity change, negative = inhibition, hits mostly inhibitors; 220,000 compounds, 1% hits; CHO-NPSR cells, cAMP TR-FRET, antagonist mode; note: potency is the fitted concentration of half-maximal effect; % is set by controls: 0 for no effect and ±100 for the full control effect; nearly all actives have a fitted effect of over 50% in size; many of its hits are not listed in these tables
# Target sequence (Q6W5P4 whole entry, looked up): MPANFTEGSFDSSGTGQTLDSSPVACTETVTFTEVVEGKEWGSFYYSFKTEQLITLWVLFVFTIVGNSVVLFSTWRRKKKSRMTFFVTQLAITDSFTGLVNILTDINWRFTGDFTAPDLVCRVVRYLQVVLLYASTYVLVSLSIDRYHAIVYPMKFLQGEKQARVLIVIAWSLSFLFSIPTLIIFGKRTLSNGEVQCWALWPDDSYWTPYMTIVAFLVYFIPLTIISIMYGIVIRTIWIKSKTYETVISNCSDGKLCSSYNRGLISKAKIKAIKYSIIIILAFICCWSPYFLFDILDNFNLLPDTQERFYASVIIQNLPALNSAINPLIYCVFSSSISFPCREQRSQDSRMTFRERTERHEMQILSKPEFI
# L3MBTL1 block = L3MBTL1 (human) inhibition; Potency, µM (top dose mostly 57.1 µM), inactives show top-dose activity, negative = inhibition, most hits filed as inhibitors; AlphaScreen L3MBTL1–H3K9me1 peptide binding; 230,000 compounds, 0.66% hits; note: potency is the fitted concentration of half-maximal effect; % is set by controls: 0 for no effect and ±100 for the full control effect; nearly all actives have a fitted effect of over 60% in size
#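 AlphaScreen assay: L3MBTL1 (50 nM final) was preincubated 30 min at room temperature with biotinylated H3(1-15)K9me1 peptide (75 nM final), then 30 min with library compounds; streptavidin donor and nickel chelate acceptor beads (10 ug/mL final) added, 30 min dark.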
# IMPase Li inh = membrane-permeable IMPase blocker, potentiated with lithium. CHO-M1 cells, IP1 TR-FRET (IP-One), carbachol + lithium. Potency, µM (highest dose often 59.4 µM), inactives show top-dose activity, negative = IMPase inhibition, most hits filed as inhibitors. 210,000 compounds, 0.35% hits;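 note: IP1 builds up when IMPase is blocked and the TR-FRET signal falls; potency is the fitted concentration of half-maximal effect; plate controls were basal vehicle for no effect and high inhibitor control for full effect; nearly all actives have a fitted effect of over 50% in size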
#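 Concentration–response in CHO-M1 cells, lithium-potentiated; 30 min at 37C. IP1 detected by competitive TR-FRET after 10 min lysis at RT. Hill-fitted AC50.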
# HttQ103 aggreg = reduces HttQ103-GFP aggregates in PC12 cells; PC12 HttQ103-GFP aggregates, Acumen cytometry, 40 h; Potency, µM (highest dose often 46.1 µM), inactives show at the highest dose activity change, negative = inhibition, most hits filed as inhibitors; 220,000 compounds, 1.1% hits; note: potency is the fitted concentration of half-maximal effect; % is set by controls: 0 for no effect and ±100 for the full control effect; nearly all actives have a fitted effect of over 60% in size
#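 Compounds (qHTS titration) were added to PC12 cells expressing an ecdysone-driven HTT exon 1 Q103–GFP fusion after induction with 100 nM tebufenozide. Aggregate formation was measured as GFP objects in cell lysates.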
# * marks the source's active call; other numbers are inactive results; ? = inconclusive; . = no result given; [ ] = remark or other dose. Calls come from the whole dose curve; as a rule, active = well fitted curve in the direction sought with a large enough effect; inconclusive = small, poorly fitted or top-dose-only effect, or another doubt; inactive = no such curve, though single readings can be large; an effect the other way counts as inactive or inconclusive. These rows are one share of the data (hit frequency here may not be typical).
no.	Molecule	Luc counter	Epigenetic derep	CBFb RUNX1 block	NPSR antag	L3MBTL1 block	IMPase Li inh	HttQ103 aggreg
1	Cc1nn(C)c(C(=O)N2CCN(C(=O)c3ccco3)CC2)c1Br	-0.4%	-3.0%	?	12.9%	7.8%	-5.4%	5.7%
2	COCC(C)NC(=O)c1ccc(Cl)c(Cl)c1 (stereo unspecified)	0.3%	0.1%	-1.2%	0.5%[46.1 µM]	6.6%	0.2%	-28.4%
3	N#CNC(=Nc1cccc(Cl)c1)Oc1ccccc1	.	1.1%	0.1%	-19.2%	7.3%	.	-3.3%[9.22 µM]
4	Cc1nn(-c2ccccc2)c(Oc2ccc(F)cc2)c1/C=N/n1cnnc1	-3.1%	-1.1%	2.7%	-16.9%[46.1 µM]	4.0%	5.7%[38.3 µM]	8.8%
5	S=c1[nH]c2cc3c(cc2[nH]1)OCCO3	.	2.1%	8.7%	3.9%	0.0%	.	-15.6%[9.22 µM]
6	COCc1cc(C)nc(N/N=C/c2ccc(-c3ccc(Cl)cc3[N+](=O)[O-])o2)c1C#N	-0.5%	-6.3%	-25.1%	7.2%	-9.3%	5.5%	-11.9%
7	Cc1ccc(NC(=O)CCC(=O)NNC(=O)CCc2ccccc2)c(C)c1	-1.2%	-3.5%	-4.8%	14.2%	-1.2%	0.1%	8.8%
8	Nc1nc(-c2ccco2)nn1C(=O)c1ccccc1	-2.3%	-1.0%	5.4%	3.3%[46.1 µM]	3.9%	-4.3%[38.3 µM]	-7.0%
9	COc1ccc2c(c1)C(c1ccccc1C)CC(=O)O2 (stereo unspecified)	-10.7%[39.9 µM]	-1.5%[96.6 µM]	-12.0%[89.1 µM]	.	.	18.5%	.
10	Cc1cc(C)c2[nH]c(=O)c(CN(CC3CCCO3)C(=S)Nc3ccccc3)cc2c1 (stereo unspecified)	-0.1%	0.0%	-0.3%	-16.6%	1.3%	-0.1%	-11.1%
11	CCn1c(O)c(/C=C2\C=Nc3ccccc32)sc1=Nc1ccc(C)cc1	0.7%	15.5%	-0.9%	-12.5%[46.1 µM]	-1.5%	4.0%[38.3 µM]	1.6%
12	CN(C)C(CNc1ncnc2sc3c(c12)CCCCC3)c1ccco1 (stereo unspecified)	-1.1%	7.4%	-0.6%	-54.4%	.	1.7%	-9.5%
13	Cc1cc2c(ccc3[nH]onc32)n1	0.3%	7.2%	-2.0%	9.0%[46.1 µM]	-10.0%	-15.2%[38.3 µM]	-15.5%
14	OCCC1CN(Cc2ccc(C(F)(F)F)cc2)CCN1Cc1ccccc1 (stereo unspecified)	-0.8%	-0.1%	-5.7%	7.3%	-4.9%	18.1%	-1.7%[9.22 µM]
15	CCCCC(=O)Nc1ccc2c(c1)OCCO2	-1.5%	-0.9%	9.1%	-8.1%[46.1 µM]	5.9%	-2.6%	-10.6%
16	Oc1cccc(/C=N/Nc2cccc3cccnc23)c1	-16.5%	0.8%	-17.0%	18.5%	?	-7.0%	10.5%[9.22 µM]
17	Cn1c(=O)[nH]c(=O)c2c1ncn2CCN1CCCCC1	-8.8%	-4.9%	1.7%	-8.4%[7.67 µM]	3.4%	32.3%[activator][38.3 µM]	-5.2%
18	CC(C)OCCCNc1ncc2c(n1)CC(c1cccs1)CC2=O (stereo unspecified)	.	2.4%	10.1%	15.9%	-2.2%	12.1%	13.5%[9.22 µM]
19	CCC/C=N/NC(=O)c1cccc(Br)c1	0.4%	-0.8%	-5.0%	4.7%	0.5%	7.1%	10.8%
20	CC(C)CC(=O)Nc1cccc(-c2csc(-c3ccccc3)n2)c1	-0.4%	-2.8%	?	-18.0%[46.1 µM]	23.9%	3.4%	?

# Complete entries, quoted from the list. Order of values: Luc counter | Epigenetic derep | CBFb RUNX1 block | NPSR antag | L3MBTL1 block | IMPase Li inh | HttQ103 aggreg
# Results for `N#CNC(=Nc1cccc(Cl)c1)Oc1ccccc1` = . | 1.1% | 0.1% | -19.2% | 7.3% | . | -3.3%[9.22 µM]
# Results for `Cc1nn(C)c(C(=O)N2CCN(C(=O)c3ccco3)CC2)c1Br` = -0.4% | -3.0% | ? | 12.9% | 7.8% | -5.4% | 5.7%
# Results for `COCc1cc(C)nc(N/N=C/c2ccc(-c3ccc(Cl)cc3[N+](=O)[O-])o2)c1C#N` = -0.5% | -6.3% | -25.1% | 7.2% | -9.3% | 5.5% | -11.9%
# Results for `S=c1[nH]c2cc3c(cc2[nH]1)OCCO3` = . | 2.1% | 8.7% | 3.9% | 0.0% | . | -15.6%[9.22 µM]

# Later entries:
no.	Molecule	Luc counter	Epigenetic derep	CBFb RUNX1 block	NPSR antag	L3MBTL1 block	IMPase Li inh	HttQ103 aggreg
21	O=C(Nc1ccc([N+](=O)[O-])cc1)C(Cc1ccccc1)N1C(=O)c2cccc3cccc(c23)C1=O (stereo unspecified)	0.3%	0.9%	0.1%	-1.3%	25.0%	2.4%	24.6%
22	COc1cccc(C=Nc2cc(C)cc(C)c2)c1O	-0.8%	-0.9%	2.3%	-4.9%	1.5%	-1.1%	12.4%
23	Cc1ccc(C2C3=C(CCCC3=O)N=C3c4ccccc4C(=O)C32)cc1 (stereo unspecified)	-2.7%	-1.8%	?	-34.6%	-18.5%	6.1%	19.8%
24	Cc1ccc(NC2=C(CC(=O)O)C(c3ccccc3)N(c3ccc(C)cc3)C2=O)cc1 (stereo unspecified)	4.2%	0.0%	-8.1%	-25.0%[46.1 µM]	-0.3%	5.5%	-4.7%
25	CCN(CC)S(=O)(=O)c1ccc(N2CCCCC2)c(C(=O)Nc2ccccc2N2CCOCC2)c1	0.5%	-0.7%	-0.7%	?	.	39.0%[activator][38.3 µM]	-27.1%
26	Cc1oc(-c2ccccc2F)nc1CS(=O)(=O)CC(=O)N1CCCCCC1	2.4%	0.0%	13.8%	6.5%[46.1 µM]	4.1%	19.4%[38.3 µM]	-15.6%
27	C/C(=N/NC(N)=S)c1ccc(Br)s1	-4.9%	?	-0.1%	?	-6.9%	8.6%	-18.7%[9.22 µM]
28	CC(NC(=O)c1ccc(Cn2cc([N+](=O)[O-])cn2)o1)c1ccccc1 (stereo unspecified)	-2.0%	0.9%	4.1%	-2.7%[46.1 µM]	1.7%	-9.0%[38.3 µM]	3.9%
29	CN(C)C(=S)NCc1ccccc1	-0.1%	2.0%	10.1%	-6.9%[46.1 µM]	-0.6%	-25.0%[38.3 µM]	17.3%
30	CCOC(=O)NC(=O)CSc1ccccn1	0.4%	-0.2%	2.4%	-4.5%[46.1 µM]	6.7%	30.0%[activator][38.3 µM]	-9.5%
31	CCCC(=O)NC(=S)Nc1cccc(NC(=O)c2ccccc2)c1	-0.6%	-4.3%	-3.3%	-21.3%	38.1%[activator]	4.3%	16.6%
32	O=C(NC1(C(F)(F)F)NC(=O)N(Cc2cccnc2)C1=O)c1cccs1 (stereo unspecified)	2.1%	-1.0%	3.1%	3.6%[46.1 µM]	.	8.5%[38.3 µM]	-11.9%
33	COc1ccc(NC(=O)c2cnn3c(C(F)(F)F)cc(-c4ccco4)nc23)cc1OC	-2.2%	-1.9%	5.2%	-9.6%[46.1 µM]	1.8%	1.7%[38.3 µM]	20.1%
34	CCNC(=O)COC(=O)/C=C/c1cccc(F)c1	3.5%	-5.1%	11.3%	10.6%	3.3%	-5.1%	3.5%
35	Cc1cc(-c2nc3cccnc3s2)ccc1NS(=O)(=O)c1cccs1	.	3.6%	27.4%	59.7%	1.9%	?	26.2%[9.22 µM]
36	CC(=O)c1c(COC(=O)c2cccnc2)nc2ccccc2[n+]1[O-]	-5.8%	-2.7%	-6.5%	-8.0%[46.1 µM]	-1.3%	4.7%[38.3 µM]	0.3%
37	COc1cccc(-c2nn(-c3ccccc3)cc2/C=C(/NC(=O)c2ccccc2)C(=O)O)c1	.	0.1%	0.9%	2.5%	-1.3%	.	23.2%[9.22 µM]
38	O=C(/C=C/c1ccccc1)Oc1cccc2cccnc12	.	?	-10.7%	?	-1.1%	.	-27.0%[9.22 µM]
39	N=c1n(CCCOc2ccccc2Cl)c2ccccc2n1CC(N)=O	.	1.1%	10.2%	7.8%	2.6%	.	-42.8%[9.22 µM]
40	COc1cccc(NC(=O)C(c2ccccc2)N2CCN(c3ccccn3)CC2)c1 (stereo unspecified)	1.2%	1.0%	-5.5%	-32.8%	.	4.4%	-3.3%
41	COc1cccc(N2CCN(C3CC(=O)N(c4ccc(Cl)c(Cl)c4)C3=O)CC2)c1 (stereo unspecified)	1.7%	0.0%	-0.6%	-4.5%[46.1 µM]	36.2%[activator][11.4 µM]	19.5%[38.3 µM]	-4.9%
42	CC(C)n1c(O)c(/C=C2\C=Nc3ccccc32)sc1=Nc1ccccc1	-0.9%	2.0%	-7.6%	-14.9%[46.1 µM]	3.9%	23.3%[38.3 µM]	18.8%
43	COC(=O)CSc1nnc(-c2ccc(S(=O)(=O)N3CCCC3)cc2)n1C	-5.5%	-6.8%	-4.8%	-3.3%[46.1 µM]	.	19.9%[38.3 µM]	?
44	CCOc1ccc(NC(=O)CSc2nnc(-c3ccccn3)n2N)cc1	-3.6%	-0.7%	-2.6%	-14.1%[46.1 µM]	?	5.2%[38.3 µM]	-0.3%
45	CC(C)(C)c1cc(CN2CCCC(O)C2)c(O)c(C(C)(C)C)c1 (stereo unspecified)	-4.7%	2.0%	3.5%	?	.	28.5%[38.3 µM]	?
46	CCOc1cc2[nH]c(=O)n(CC3CCC(C(=O)NCCCOC)CC3)c(=O)c2cc1OCC (stereo unspecified)	1.0%	-0.9%	0.8%	-7.8%[46.1 µM]	-3.3%	-15.4%[38.3 µM]	11.1%
47	CCNC(=S)NNC(=O)CSc1nc2ccccc2n1C	.	?	-8.9%	?	-2.6%	.	14.7%[9.22 µM]
48	O=C(Oc1cccc(C(=S)N2CCOCC2)c1)c1cccc([N+](=O)[O-])c1	-1.0%	-3.3%	2.3%	0.9%	-9.6%	4.3%	7.2%[9.22 µM]
49	CCCn1nc(NC(=O)c2ccco2)c2cc3cc(C)ccc3nc21	.	0.1%	?	37.8%	32.8%[activator]	.	2.0%[9.22 µM]
50	CCCCc1c(C(=O)O)cc(OC)cc1C(=O)O	3.5%	-4.0%	-2.9%	-9.3%[46.1 µM]	-0.7%	-27.5%[38.3 µM]	1.3%
51	CCN(CC)c1ccc(NC(=O)CCNC(=O)c2ccco2)cc1	-0.6%	-3.8%	1.8%	-3.8%	-12.3%	6.0%	20.4%
52	O=C(NCc1ccco1)c1ccccc1NS(=O)(=O)c1ccc(Br)s1	0.2%	-2.3%	-4.2%	5.0%[46.1 µM]	-7.0%	-2.7%[38.3 µM]	17.8µM*
53	COc1cc2c(cc1OC)C(c1cc3cc(OC)c(OC)cc3[nH]c1=O)N(C(=O)C1CC1)CC2 (stereo unspecified)	0.8%	0.8%	2.2%	-19.6%[46.1 µM]	-4.1%	-14.4%[38.3 µM]	15.9%

# Compound activity: PubChem, National Center for Advancing Translational Sciences (NCATS)
